# Assay outcomes deposited in PubChem by Sanford-Burnham Center for Chemical Genomics.
# H9c2 TAG inh: triacylglycerol accumulation inhibition; H9c2 cells, Nile Red lipid (TAG) fluorescence; cells loaded with 200 µM oleic acid; inhibition, % at 12.5 µM; 230,000 compounds, 0.66% hits; AID 651582;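 active = pattern-corrected inhibition of lipid staining of at least 50% with the nuclear-stain viability signal not falling by more than 50%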;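 also: 0% = DMSO wells and 100% = triacsin C control wells; some results filed as inactive read as strong as hits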
# H9c2 TAG inh DAPI viability: further read-out of H9c2 TAG inh, marked with its call; DAPI nuclei signal change (viability), lower = more cytotoxic, %;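 whole-well DAPI fluorescence read on a plate reader as a viability signal; minus 50 percent equals half of cells still viable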
# Active calls of the source: *.
Molecule | H9c2 TAG inh | H9c2 TAG inh DAPI viability
COc1cc2oc3ccc(C#Cc4ccc(N)cc4)cc3c(=O)c2cc1OC | 26 | 9
Cc1ccc(S(=O)(=O)N2CCCC2CNC(=O)C(=O)Nc2ccc(F)cc2)cc1 (configuration not stated) | 13 | -13
O=C(NCCCn1ccnc1)C(=O)NCC(c1ccco1)N1CCN(c2ccc(F)cc2)CC1 (configuration not stated) | 11 | -2
O=C(Nc1ccccc1N1CCOCC1)c1ccc(Cl)nc1 | -10 | -3
O=C(NCCNc1ccc([N+](=O)[O-])cc1)c1ccccc1Cl | -2 | 5
CC(=O)c1ccc(NC(=O)COc2ccccc2C(=O)Nc2ccccc2)cc1 | 0 | -1
CN(CC(=O)Nc1cc(S(=O)(=O)N2CCCCCC2)ccc1Cl)Cc1ccc2c(c1)OCO2 | -41 | 1
COc1ccc(NC(=O)c2ccc(COc3ccccc3)o2)cc1 | -43 | 12
Cc1cccc(NC(=S)NNC(=O)c2nn(C)cc2Cl)c1 | -14 | 5
COc1ccccc1NC(=O)CCC(=O)c1ccc(-c2ccccc2)cc1 | -13 | 8
COC(=O)Cc1c(C)c2ccc(OC(C)C)cc2oc1=O | -6 | 17
CCCOC(=O)Nc1sc2c(c1C(N)=O)CCCC2 | 5 | -13
COC(=O)CN1C(c2ccc(OC)cc2)=Nc2ccc(Cl)cc2C1c1ccccc1 (configuration not stated) | -32 | 7
COC(C(=O)Nc1ccc(NC(=O)C(OC)c2ccccc2)cc1)c1ccccc1 (configuration not stated) | -1 | -13
CCC12CN(C(=O)c3ccco3)CC(CC)(CN(C(=O)c3ccco3)C1)C2=O | -20 | -1
O=C(CCNS(=O)(=O)c1cccs1)N1CCN(c2cccc(C(F)(F)F)c2)CC1 | -10 | -4
CC1CCCCN1C(=O)COc1ccc2ccc(=O)oc2c1 (configuration not stated) | 14 | 5
O=C1NC(C2CC3C=CC2C3)Nc2ccccc21 (configuration not stated) | -7 | 6
CC(=O)Nc1cc(C)ns1 | 15 | 0
O=C(C[C@H]1C/C=C\CC[C@H](Cc2ccc(F)cc2)C(=O)OC[C@H]2CCCN2C1=O)N[C@H](CO)Cc1ccccc1 | 4 | -7
COc1cc(OC)c(C2=NOC(C(=O)NCc3cccs3)C2)cc1Cl (configuration not stated) | 31 | -22
O=C1C2ON(c3ccccc3)C(c3cccnc3)C2C(=O)N1c1ccc(Cl)c(Cl)c1 (configuration not stated) | -7 | 3
Cc1ccc(-c2nnn(CC(=O)N(CCN3CCOCC3)C(C(=O)NC3CCCC3)c3ccncc3)n2)o1 (configuration not stated) | -4 | 4
Cc1cc(C)nc(-n2nc(C)c3c(C(=O)O)cc(-c4cccc(Br)c4)nc32)n1 | -7 | 12
COc1ccc(Br)cc1CN(C)C(=O)Cc1ccc(S(=O)(=O)N2CCOCC2)s1 | -48 | 1
Cc1c(C)[n+](=O)c(-c2ccc(F)cc2)c(C)n1[O-] | 3 | -13
Cc1n[nH]c(=O)c2c(NC(=O)CSc3nnnn3-c3ccccc3)oc(C)c12 | 10 | 3
OC(COc1ccc2cc(Br)ccc2c1)CN1CCN(c2ccccn2)CC1 (configuration not stated) | -8 | 20
O=C(CN1CCN(c2ccc(O)cc2)CC1)NCC(=O)Nc1ccc(F)c(F)c1F | 6 | -12
C=C(C)C(=O)Nc1ccc2nn(-c3ccccc3O)nc2c1 | 17 | 8

# Seven structures from above, sorted by length of the SMILES, low to high.
Molecule | H9c2 TAG inh | H9c2 TAG inh DAPI viability
CC(=O)Nc1cc(C)ns1 | 15 | 0
O=C(NCCNc1ccc([N+](=O)[O-])cc1)c1ccccc1Cl | -2 | 5
COc1ccccc1NC(=O)CCC(=O)c1ccc(-c2ccccc2)cc1 | -13 | 8
COc1cc2oc3ccc(C#Cc4ccc(N)cc4)cc3c(=O)c2cc1OC | 26 | 9
O=C(NCCCn1ccnc1)C(=O)NCC(c1ccco1)N1CCN(c2ccc(F)cc2)CC1 (configuration not stated) | 11 | -2
CN(CC(=O)Nc1cc(S(=O)(=O)N2CCCCCC2)ccc1Cl)Cc1ccc2c(c1)OCO2 | -41 | 1
Cc1ccc(-c2nnn(CC(=O)N(CCN3CCOCC3)C(C(=O)NC3CCCC3)c3ccncc3)n2)o1 (configuration not stated) | -4 | 4

# Three entries from above, with each value named.
Compound: COc1ccc(Br)cc1CN(C)C(=O)Cc1ccc(S(=O)(=O)N2CCOCC2)s1
  H9c2 TAG inh: -48	H9c2 TAG inh DAPI viability: 1

Compound: COc1cc2oc3ccc(C#Cc4ccc(N)cc4)cc3c(=O)c2cc1OC
  H9c2 TAG inh: 26	H9c2 TAG inh DAPI viability: 9

Compound: O=C(Nc1ccccc1N1CCOCC1)c1ccc(Cl)nc1
  H9c2 TAG inh: -10	H9c2 TAG inh DAPI viability: -3

# (cont.)
Molecule | H9c2 TAG inh | H9c2 TAG inh DAPI viability
Cc1ccccc1S(=O)(=O)NC(=O)C1(C)CCN1C(=O)CC1CCCC1 (configuration not stated) | 3 | -6
O=C(Nc1ccncc1)c1cccc(S(=O)(=O)N2CCOCC2)c1 | 0 | 4
Cn1c(=O)c2c(SCc3ccccc3)nc(C3CC3)nc2n(C)c1=O | 4 | 8
CCc1ccc(N2CCN(S(=O)(=O)CC34CCC(CC3=O)C4(C)C)CC2)cc1 (configuration not stated) | -14 | 0
CCN(C(=O)c1cn(C)c(=O)c2cc(OC)c(OC)cc12)c1cc(C)ccc1C | -1 | -9
CC(=O)Nc1cc(-c2ccoc2)cn2c(-c3ccccc3)cnc12 | -4 | 3
COCCCNC(=O)CC1C[C@H](C(=O)N(C(C)C)C(C)C)[C@@]2(C)c3[nH]c4ccccc4c3CCN2C1=O (some centres not stated) | 0 | -2
O=c1ccc(-c2ccccc2)nn1Cc1ccccc1 | 4 | 1
CC1CCN(c2ccc(C(=O)O)cc2)CC1 | -7 | 4
CC(C)C(NC(=O)c1c(F)cccc1F)C(=O)N1CCN(c2ncccn2)CC1 (configuration not stated) | 3 | -2
O=C(NNc1c(Cl)cncc1Cl)c1cccs1 | -20 | 13
COc1ccc(C(=O)OCC(=O)c2ccc(Br)s2)c(OC)c1 | -6 | 39
Cc1cc(N2CCN(c3cccc(C(F)(F)F)c3)CC2)n2ncnc2n1 | -7 | 4
O=C(NCC1CCCO1)c1ccc(Cl)c(S(=O)(=O)N2CCCCC2)c1 (configuration not stated) | -1 | -7
O=C1c2ccccc2[C@@H]2C[C@H](NC34CC5CC(CC(C5)C3)C4)[C@@H](O)CCN12 | 4 | 2
CN(CCC#N)C(=O)Cn1nc(Cc2ccncc2)c2ccccc2c1=O | 4 | 2
COc1cccc(CN2CCC(C(=O)N3CCN(Cc4ccc5c(c4)OCO5)CC3)CC2)c1 | -10 | 12
CC(=O)OCc1c(COC(C)=O)[n+](=O)c2ccccc2n1[O-] | -5 | -4
CCOC(=O)N1CCN(C(=O)C2CCN(S(=O)(=O)c3ccc(F)cc3)CC2)CC1 | 10 | -9
O=C(CNS(=O)(=O)c1ccccc1)OCC(=O)c1c[nH]c2ccccc12 | 7 | 5
CCOC(=O)Cc1csc(NC(=O)c2cc(OC)cc(OC)c2)n1 | -4 | -8
COc1ccc(-c2csc(NC(C)c3nc4cc(Cl)c(Cl)cc4n3CCCO)n2)cc1 (configuration not stated) | 25 | -9
COc1ccc(/C=N/NC(=S)Nc2ccccc2)cc1COc1cccc(C)c1C | 35 | -21
COc1ccc(-c2nn(-c3ccccc3)cc2C(=O)NC2CCC(C)CC2)cc1 (configuration not stated) | -49 | 4
CCCCCCN1C[C@@H](O)[C@H](n2cc(COC(=O)c3ccccc3)nn2)C[C@@H]1c1ccc(OC)cc1 | -9 | 3
CC(=O)Oc1ccc2c(=O)c(-c3ccccc3)coc2c1 | 11 | -1
O=C(NNC(=O)c1ccc(Cl)c([N+](=O)[O-])c1)c1ccncc1 | 1 | 2
CCC(CC)C(=O)c1c[nH]c(C(=O)NCc2ccco2)c1 | -5 | 3
O=C(Nc1nccs1)C(c1ccccc1)N1CCCCC1 (configuration not stated) | -7 | -4
COCCCn1c(SCC(=O)n2c(C)c(C)c3ccccc32)nnc1-c1ccoc1C | 13 | -8

# Molecules shown so far with an NH in an aromatic ring:
Molecule | H9c2 TAG inh | H9c2 TAG inh DAPI viability
Cc1n[nH]c(=O)c2c(NC(=O)CSc3nnnn3-c3ccccc3)oc(C)c12 | 10 | 3
COCCCNC(=O)CC1C[C@H](C(=O)N(C(C)C)C(C)C)[C@@]2(C)c3[nH]c4ccccc4c3CCN2C1=O (some centres not stated) | 0 | -2
O=C(CNS(=O)(=O)c1ccccc1)OCC(=O)c1c[nH]c2ccccc12 | 7 | 5
CCC(CC)C(=O)c1c[nH]c(C(=O)NCc2ccco2)c1 | -5 | 3

# Remaining list, next part
Molecule | H9c2 TAG inh | H9c2 TAG inh DAPI viability
COC(=O)c1ccccc1NC(=O)COC(=O)CO/N=C(\C)c1ccc2c(c1)OCO2 | 0 | 3
Cn1cnnc1SCc1ccccc1 | 2 | 1
CC(C)NC(=O)Nc1cccc2c1O[C@H](CN(C)S(C)(=O)=O)[C@@H](C)CN([C@H](C)CO)C2=O | 1 | 0
CCN1C(Nc2ccccc2)=NC[C@@H]1Cc1ccccc1 | -25 | -1
Cc1[nH]c2ccccc2c1/C=N/n1cnnc1 | -16 | 3
O=C(COC(=O)COc1ccccc1F)NCCc1ccc(F)cc1 | 4 | -4
COc1cc(Cl)ccc1OCc1cc(C(=O)NCc2cc(C(C)C)no2)no1 | 2 | 0
COc1cc(C(=O)NNC(=O)CN2C(=O)NC(C)(c3ccc(C)cc3)C2=O)cc(OC)c1OC (configuration not stated) | -16 | 3
O=C(c1cnn2c(C(F)(F)F)cc(-c3ccc(F)cc3)nc12)N1CCc2ccccc2C1 | 4 | -3
CNC(=O)NC(=O)C(C)OC(=O)c1oc2ccccc2c1CSc1ccc(Cl)cc1 (configuration not stated) | -6 | -4
Cc1cccc(NC(=O)CS(=O)(=O)c2cn(C)c3ccccc23)c1C | 13 | -3
O=C(OCc1ccccn1)c1ccc(COc2ccc3ccccc3c2)o1 | -12 | -7
CCCCN(C)c1c(C)nc2ccc(C(=O)NCCCn3ccnc3)cn12 | -4 | -2
COc1ccc(NC(C)=O)cc1S(=O)(=O)N1CCN(Cc2cccs2)CC1 | -15 | -1
O=[N+]([O-])c1ccc2nc(-c3ccccc3[N+](=O)[O-])[nH]c2c1 | 2 | 5
COC(=O)c1ccc(NC(=S)Nc2ccc3ccccc3c2)cc1 | -15 | -3
CN(C)c1ccc(C(=S)N2CCCCC2)cc1Br | 15 | 1
COc1ccc(NC(=O)Nc2ccc3c(c2)CC(=O)N([C@H](C)CO)C[C@H](C)[C@H](CN(C)Cc2ccc(C(=O)O)cc2)O3)cc1 | 1 | -2
N#Cc1ccc(Oc2nc(C#N)cc(-c3ccccc3)n2)cc1 | -52 | -2
CCCCn1c(N)c(N(Cc2ccccc2)C(=O)COc2ccccc2F)c(=O)[nH]c1=O | 4 | 1
O=C(NCc1ccc2c(c1)OCO2)C1CCN(S(=O)(=O)c2cccc3nsnc23)CC1 | -12 | -1
CC(C)(C)NC(=O)C(c1ccc(-c2ccccc2)cc1)N(C[C@H]1CC[C@@H]([C@@H]2CC[C@H](CO)O2)O1)C(=O)c1ccc(C(C)(C)C)cc1 (some centres not stated) | 43 | -6
Cc1sc2nc(N)sc2c1C | 2 | -3
COc1ccc(C(=O)OCC(=O)NC(=O)Nc2ccccc2F)c(OC)c1 | 19 | 0
COc1ccccc1C(=O)NCCC(=O)NCc1cccs1 | -8 | 2
Cc1cccnc1NC(=O)c1ccc2c(c1)OCO2 | -25 | 3
COc1ccc(CCCNC(=O)C2(C)Cc3c(-c4ccc(NC(C)=O)cc4)ccnc3O2)cc1 (configuration not stated) | 18 | -2
COC(=O)CN(CCc1ccccc1)S(=O)(=O)c1ccc(OC)c(OC)c1 | -15 | 22
O=C(COC(=O)C1CCN(S(=O)(=O)c2cccs2)CC1)c1ccc2c(c1)OCCO2 | 27 | -11
CCCC(=O)NNC(=O)c1c(O)c2ccccc2[nH]c1=O | 3 | -9

# Whole records, quoted from the list. Screens in order: H9c2 TAG inh, H9c2 TAG inh DAPI viability
# CCN1C(Nc2ccccc2)=NC[C@@H]1Cc1ccccc1 in the list: -25, -1
# COC(=O)c1ccc(NC(=S)Nc2ccc3ccccc3c2)cc1 in the list: -15, -3

# Other results follow.
Molecule | H9c2 TAG inh | H9c2 TAG inh DAPI viability
CCCC(=O)C1=C(O)C(C(=O)OC)C(C)(C)CC1=NCCCCCC(=O)O (configuration not stated) | -9 | 0
COc1ccc(NC(=O)CN2C(=O)CSC(C)C2=O)cc1 (configuration not stated) | 11 | -4
CCN(CC)c1ccc(/C=N/Nc2nc(C)cc(C)n2)cc1 | 51* | -22*
O=C(NCc1ccccc1)C(c1ccc(F)cc1)N(Cc1ccco1)C(=O)c1ccccn1 (configuration not stated) | -3 | 0
N#Cc1ccc(C(=O)CSc2n[nH]c(=O)n2Cc2ccco2)cc1 | 10 | -3

# Only part of the results is shown; the hit share may differ from the screen's.
